Bioassay records as filed in PubChem BioAssay.
FUS suppressor – qHTS for Suppressors of FUS Proteinopathy: Primary screen using FUS-linked yeast assay | S. cerevisiae FUS-expressing, growth rescue, OD600, 24 h | 390,000 compounds, 0.24% hits | AID 1347120, 2019 | Potency, µM (top dose mostly 76.6 µM), for inactives: at the highest dose growth rescue (activation), most hits filed as activators;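 also: potency is read from the fitted curve at half-maximal effect; plate controls were DMSO vehicle for no effect and reference control for full effect; nearly all actives have a fitted effect of over 55% in size; some results filed as inactive show a strong effect at the top dose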
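Yeast FUS proteinopathy model; galactose-induced FUS (2%), starting OD 0.005. Cpds in dilution series, 24hr, 30C, 99% humidity. Abs 600 nm growth. Pos ctrl CP55940 (top 92uM final); neg ctrl DMSO.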
PI5P4K alpha inh – qHTS for Inhibitors of phosphatidylinositol 5-phosphate 4-kinase (PI5P4K). max response, %. 330,000 compounds, 1.2% hits. PI5P4Kalpha enzyme, ADP-Glo luminescence, 60 min; active compounds read low. Phosphatidylinositol 5-phosphate 4-kinase type-2 alpha (Homo sapiens), P48426; active = max response of -50% or lower; inconclusive = between -30% and -50%; inactive = -30% or higher; also: value at the top dose of about 77 µM; % is scaled to controls: 0 for no effect and ±100 for the full control effect
Target sequence (P48426 whole entry, looked up): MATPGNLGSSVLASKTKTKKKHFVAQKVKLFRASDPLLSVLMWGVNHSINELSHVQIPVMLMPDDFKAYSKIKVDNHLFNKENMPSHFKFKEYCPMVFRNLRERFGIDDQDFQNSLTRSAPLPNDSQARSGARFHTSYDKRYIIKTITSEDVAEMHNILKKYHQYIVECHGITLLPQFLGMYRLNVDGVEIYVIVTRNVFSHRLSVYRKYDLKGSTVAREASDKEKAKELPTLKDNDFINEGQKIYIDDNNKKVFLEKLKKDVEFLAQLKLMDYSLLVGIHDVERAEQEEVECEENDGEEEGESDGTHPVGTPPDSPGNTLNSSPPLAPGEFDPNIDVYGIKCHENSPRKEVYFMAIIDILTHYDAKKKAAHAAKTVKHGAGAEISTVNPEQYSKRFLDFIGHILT
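Enzyme plus substrate dispensed, test compounds pinned in, then ATP (5 microM final) added. After 60 min at RT, ADP-Glo reagent 1 for 45 min and reagent 2 for 30 min preceded luminescence imaging.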
Abeta yeast res – qHTS for compounds that reverse cellular toxicity of Amyloid beta (A-beta) peptide in yeast: Primary Screen; 410,000 compounds, 0.063% hits; yeast expressing A-beta42, growth rescue, OD600, 48 h; response scale: 0% DMSO, 100% iron-clioquinol control; Potency, µM (series often up to 46.1 µM), without a hit: top-dose growth rescue, usual class: activators; also: potency is read from the fitted curve at half-maximal effect; nearly all actives have a fitted effect of over 55% in size
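Growth rescue measured by 600 nm absorbance after 48 h yeast culture at 30 C with compound. Values normalized between DMSO and an equimolar ferric chloride plus clioquinol control.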
WRN helicase inh – qHTS for Inhibitors of WRN Helicase. 360,000 compounds, 0.46% hits. WRN helicase unwinding, fluorescent forked duplex, kinetic. AID 651768, 2012. Potency, µM (highest dose often 114 µM), inactives show at the highest dose activity change, negative = inhibition, usual class: inhibitors. Bifunctional 3'-5' exonuclease/ATP-dependent helicase WRN (Homo sapiens), Q14191; also: potency is read from the fitted curve at half-maximal effect; % is scaled to controls: 0 for no effect and ±100 for the full control effect; nearly all actives have a fitted effect of over 55% in size
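Kinetic red-fluorescence monitoring (525/598 nm) tracks WRN helicase activity after 100 nM fluorophore-quencher forked duplex and 2 mM ATP are added to 20 nM enzyme pretreated 15 min at room temperature with compound.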
IL-2 act – qHTS of IL-2 Activators; IL-2 activation reporter assay, cell-based qHTS; stimulated with anti-CD3/CD4/CD28 beads; in transgenic mouse T cells; activation, % (series mostly up to about 46 µM); 360,000 compounds, 0.065% hits; AID 652025, 2013; in the data active = activation above about 50%; inconclusive = mostly about 30% to 49%; also: 0% is about no effect
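EGFP and DsRed fluorescence is measured by plate cytometry in unstimulated transgenic mouse T cells exposed to compound for 60 minutes, then stimulated 18 hours at 37 degrees C with anti-CD3/anti-CD4 beads plus anti-CD28.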
EPAC1 agonist – qHTS for Agonist of cAMP-regulated guanine nucleotide exchange factor 3 (EPAC1): primary screen | Potency, µM (titrated, usually from 154 µM), for the others: at the highest dose activation, hits mostly activators | Rap guanine nucleotide exchange factor 3 (Homo sapiens), O95398 | 360,000 compounds, 0.073% hits | EPAC1 agonist qHTS, biochemical assay; response scale: 100% = response to 6.5 mM cAMP; also: potency is read from the fitted curve at half-maximal effect; nearly all actives have a fitted effect of over 60% in size
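Compounds were pinned as a concentration titration into mixtures of EPAC1 (100 nM), BODIPY-GDP-loaded Rap1B (250 nM) and GDP (50 uM). After 5 min at room temperature, fluorescence was followed for 30 min; activity was scaled to 6.5 mM cAMP.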
EPAC1 antag – qHTS for Antagonist of cAMP-regulated guanine nucleotide exchange factor 3 (EPAC1): primary screen. Rap guanine nucleotide exchange factor 3 (Homo sapiens), O95398. EPAC1 GEF assay, Rap1b-BODIPY-GDP exchange fluorescence. Potency, µM (top dose mostly 115 µM), inactives show at the top dose activity change, negative = inhibition, hits mostly inhibitors. 360,000 compounds, 0.14% hits;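 also: potency is read from the fitted curve at half-maximal effect; plate controls were vehicle for no effect and positive control for full effect; nearly all actives have a fitted effect of over 50% in size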
PLK1 PBD block – qHTS for Inhibitors of PLK1-PDB (polo-like kinase 1 - polo-box domain): Primary Screen. Serine/threonine-protein kinase PLK1 (Homo sapiens), P53350. Plk1 PBD binding of FITC phosphopeptide, fluorescence polarization. Potency, µM, for inactives: max response, negative = inhibition, most hits filed as inhibitors. 360,000 compounds, 2.8% hits. AID 720504, 2013; also: potency is read from the fitted curve at half-maximal effect; series mostly up to about 57 µM; % is scaled to controls: 0 for no effect and ±100 for the full control effect; nearly all actives have a fitted effect of over 65% in size
Target sequence (P53350 whole entry, looked up, the tested form may be a part): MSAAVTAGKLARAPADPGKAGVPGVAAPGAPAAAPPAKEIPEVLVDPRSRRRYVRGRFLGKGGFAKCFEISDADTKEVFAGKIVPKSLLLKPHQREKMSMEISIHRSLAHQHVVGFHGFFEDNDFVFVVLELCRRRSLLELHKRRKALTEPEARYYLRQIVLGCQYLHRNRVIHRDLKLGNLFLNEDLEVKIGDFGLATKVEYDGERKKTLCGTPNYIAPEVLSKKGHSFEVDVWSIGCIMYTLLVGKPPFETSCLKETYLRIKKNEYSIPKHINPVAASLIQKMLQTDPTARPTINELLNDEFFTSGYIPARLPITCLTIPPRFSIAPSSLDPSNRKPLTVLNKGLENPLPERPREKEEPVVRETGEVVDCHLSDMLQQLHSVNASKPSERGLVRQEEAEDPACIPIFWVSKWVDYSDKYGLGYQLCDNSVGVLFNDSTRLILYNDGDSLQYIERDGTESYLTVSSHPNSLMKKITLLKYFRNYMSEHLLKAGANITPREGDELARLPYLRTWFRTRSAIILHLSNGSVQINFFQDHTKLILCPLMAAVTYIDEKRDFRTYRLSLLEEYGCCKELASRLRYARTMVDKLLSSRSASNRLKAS
An asterisk follows results filed as active; u = inconclusive; x = not tested or not shown; & = joins results of further samples; [ ] = another dose, or the depositor's remark. Unless noted, calls follow the shape of the dose curve; as a rule, active = well fitted curve in the direction sought with a large enough effect; inconclusive = small, poorly fitted or top-dose-only effect, or another doubt; inactive = no such curve, though single readings can be large; an effect the other way counts as inactive or inconclusive.

entry	SMILES	FUS suppressor	PI5P4K alpha inh	Abeta yeast res	WRN helicase inh
1	O=C(NCC(=O)N1CCCCC1)c1sc2ccccc2c1Cl	5%	1	-16%	6%
2	Cc1ccc(S(=O)(=O)N2CCN(C(=O)c3ccc(OCc4c(C)noc4C)cc3)CC2)cc1	12%	0	-8%	6%
3	COc1cc(/C=C2\CCC(C3CCCC3)C2=O)ccc1OC(C)C (centres undefined)	3%	-4	7%	6%
4	Cc1ccc(OCCC(=O)Nc2ccc(C)c(S(=O)(=O)N3CCOCC3)c2)cc1	29%	-3	-25%	-9%
5	CCOC(=O)Cn1nc(C)c(NC(=O)COc2ccccc2)c1C	2%&-26%	1	5%&-12%	6%[57.1 µM]
6	Cc1ccc(-c2nnc(Nc3ccc(CC(N)=O)cc3)c3ccccc23)cc1S(N)(=O)=O	-5%	-8	11%	-3%
7	CC1CC1C(=O)OCC(=O)NCc1ccc(Cl)cc1Cl (centres undefined)	x	-5	u	6%
8	CCOC(=S)SCC(=O)N1CCc2cc(OC)ccc2C1C1C(=O)CCCC1=O (centres undefined)	-5%	3	-9%	3%
9	O=C1NC(=S)N/C1=C/c1cccc2ccccc12	-27%	-3	-16%	5%
10	CC(C)=CCN1CCN(Cc2cc(CC(C)C)n[nH]2)CC1CCO (centres undefined)	19%	-13	-23%	0%
11	COC(=O)c1[nH]c2cc(OC)ccc2c1NC(=O)c1c(F)cccc1F	2%	-5	6%	-4%
12	Cn1cccc1Cc1nnc(SCC(=O)NCc2ccc3c(c2)OCO3)n1CCc1ccccc1	50%	x	17%	-3%
13	CCOC(=O)c1cc(C(=O)OCC)c2cc(Br)ccc2n1	31%	x	-14%	-7%
14	Cc1cc(C)c(NC(=O)C2c3ccccc3Oc3ccccc32)c(C)c1	-10%	2	-4%	-5%
15	CCOC(=O)[C@@H]1[C@H]2COc3cc(OC)ccc3[C@H]2N2C(=O)N(c3ccc(C)cc3)C(=O)[C@@]12C	u	-1	-5%	-1%

entry	IL-2 act	EPAC1 agonist	EPAC1 antag	PLK1 PBD block
1	0.7	0%	-19%	2%
2	-0.2	19%	-4%	-16%
3	0.7	2%	3%	-13%
4	2.8	1%	-14%	1%
5	-0.5	6%	0%	1%
6	-3.2	5%	3%	-4%
7	0.5	-11%	-17%	-12%
8	-0.2	-1%	12%	-5%
9	-3.9	-4%	12%	2%
10	-3.2	2%	-18%	-21%
11	1.2	1%	-24%	-5%
12	-3.3	-3%	3%	-2%
13	-1.3	-1%	-1%	-7%
14	1.2	-16%	-8%	1%
15	2.8	0%	1%	0%

In a second layout: entries from further up.
[11] COC(=O)c1[nH]c2cc(OC)ccc2c1NC(=O)c1c(F)cccc1F
[12] Cn1cccc1Cc1nnc(SCC(=O)NCc2ccc3c(c2)OCO3)n1CCc1ccccc1
[13] CCOC(=O)c1cc(C(=O)OCC)c2cc(Br)ccc2n1

assay / compound,11,12,13
FUS suppressor,2%,50%,31%
PI5P4K alpha inh,-5,x,x
Abeta yeast res,6%,17%,-14%
WRN helicase inh,-4%,-3%,-7%
IL-2 act,1.2,-3.3,-1.3
EPAC1 agonist,1%,-3%,-1%
EPAC1 antag,-24%,3%,-1%
PLK1 PBD block,-5%,-2%,-7%

(further entries)
entry	SMILES	FUS suppressor	PI5P4K alpha inh	Abeta yeast res	WRN helicase inh
16	Cc1ccc2c(c1)N(C(=O)CCC(=O)N1CCN(c3ccccc3)CC1)CCO2	0%	12	4%	-5%
17	O=C(Nc1nc(N2C(=O)c3ccccc3C2=O)n(-c2ccccc2)n1)c1ccc(F)cc1	16%	-1	3%	0%
18	CN(C)CCCNC(=S)Nc1ccc(Br)cc1	2%	-1	-7%	1%
19	CN(CC(=O)N1CCN(c2ccccn2)CC1)S(=O)(=O)c1cccc2nsnc12	8%	5	-13%	-6%
20	CC1(C(=O)Nc2ccc3c(c2)OCO3)CCN1C(=O)C1CCCCC1 (centres undefined)	-9%	-4	2%	-1%[57.1 µM]
21	O=C(COc1ccccc1)Nc1ccc(OC(F)(F)C(F)F)c(NC(=O)COc2ccccc2)c1	14%	11	3%	-17%
22	FC(F)(F)c1ccc2c(c1)N1CCCC1CN2 (centres undefined)	u	-29	-12%	4%
23	Cc1ccc2c(c1)c1nnc(SCC(=O)Nc3ccccc3C(F)(F)F)nc1n2CC(=O)O	3%	1	-11%	-21%
24	Cn1cc([N+](=O)[O-])c(C(=O)N/N=C/c2ccncc2)n1	-23%	3	-12%	-8%
25	CN(C)C(CNC(=O)c1cccnc1Sc1ccccc1)c1ccco1 (centres undefined)	13%	x	-8%	8%
26	CCc1cccc(NC(=O)CCc2c(C)nn(-c3ccc(N4CCCCC4)nn3)c2C)c1	27%	3	27%	5%
27	CCCCN1C(=O)CC(SC2CC(=O)N(CCCC)C2=O)C1=O (centres undefined)	23%	9	-19%	-3%
28	CCOc1ccccc1C(C(=O)NC1CCCCC1)N(C(=O)c1csnn1)C1CC1 (centres undefined)	10%	-4	-5%	5%
29	Cc1ccc(N(C(=O)Nc2ccccc2)C2=NCC(C)S2)cc1 (centres undefined)	-6%	x	25%	-7%
30	Cc1ccc(S(=O)(=O)c2cc3c(=O)n4ccccc4nc3n(CCCN3CCOCC3)c2=N)cc1C	1%	1	-2%	9%

entry	IL-2 act	EPAC1 agonist	EPAC1 antag	PLK1 PBD block
16	-0.3	1%	-9%	-1%
17	-1.8	3%	0%	-7%
18	0.2	1%	-13%	-8%
19	0.4	8%	1%	-2%
20	-0.3	-3%	-11%	-6%
21	0.1	-21%	11%	1%
22	1.7	-20%	-26%	27µM*
23	0.3	-15%	-1%	-10%
24	-2.0	-2%	-3%	5%
25	-0.3	3%	-5%	4%
26	-2.4	-6%	-20%	-12%
27	-0.3	-5%	-12%	-17%
28	0.8	-1%	-5%	-4%
29	-0.7	2%	-6%	-13%
30	-0.2	5%	4%	-17%

Next entries follow:
entry	SMILES	FUS suppressor	PI5P4K alpha inh	Abeta yeast res	WRN helicase inh
31	Cn1c(C(=O)N/N=C/c2ccccc2)cc2ccccc21	2%	-7	-13%	2%
32	CC(C)(C)C(=O)C(Cc1ccccc1)n1cncn1 (centres undefined)	-16%	0	-24%	-7%
33	COc1ccc(-n2nc(C(=O)O)nc2-c2ccccc2)cc1	-14%	2	-4%	9%
34	CC(C)C(NC(=O)c1ccccc1F)C(=O)OCC(=O)c1ccc(F)cc1 (centres undefined)	12%	0	0%	-9%
35	Cc1ccccc1C(=O)N1CCC(C(=O)Nc2ccc(S(=O)(=O)N3CCOCC3)cc2)CC1	19%	-2	-7%	2%
36	CCOC(=O)C1CCN(C(=O)c2ccc(OCC(=O)Nc3ccc(OCC)cc3)c(OC)c2)CC1	30%	-1	2%	1%
37	Cc1ccc(-n2ncc3c(=O)[nH]c(SCC(=O)N4CCCc5ccccc54)nc32)cc1	6%	-14	-9%	-16%[57.1 µM]
38	COc1cccc(C(=O)Nc2ccc(NC(=O)C3C4C=CC(C4)C3C(=O)O)cc2)c1 (centres undefined)	x	6	-5%	u
39	COC(=O)/C(=C/c1c[nH]c2ccccc12)NC(C)=O	3%	-2	-16%	-19%[57.1 µM]
40	C#CCOCCOCCOCCNc1nc(N2CCN(C(=O)[C@H](C)n3cc(CCC(=O)O)nn3)CC2)nc(N2CCN(C(=O)[C@H](CCCCN)n3cc(CCCC)nn3)CC2)n1	-2%	-4	3%	1%
41	Cc1cc(C)cc(NS(=O)(=O)c2ccc(NC(=O)c3ccccc3C(=O)O)cc2)c1	-14%	-3	13%	0%
42	CC1Cc2ccccc2N1C(=O)CSc1nnc(Cc2ccccc2)n1CCc1ccccc1 (centres undefined)	x	4	-2%	1%
43	Cn1c(CCN2CCCCC2)nc2cc(NS(=O)(=O)c3ccc(F)cc3)ccc21	14%	2	0%	0%
44	CCOC(=O)CSc1ncc(OC)c(=O)[nH]1	-3%	0	7%	3%
45	C[C@@H]1CN([C@@H](C)CO)C(=O)Cc2cc(NC(=O)C3CCCCC3)ccc2O[C@H]1CN(C)S(=O)(=O)c1ccccc1	u	-6	1%	-1%

entry	IL-2 act	EPAC1 agonist	EPAC1 antag	PLK1 PBD block
31	-0.1	0%	-7%	-1%
32	-2.7	-6%	9%	-4%
33	0.7	8%	2%	-6%
34	-0.9	6%	-4%	-7%
35	0.0	2%	-30%	-13%
36	-4.5	-4%	-11%	-6%
37	-2.5	-8%	-2%	u
38	0.8	3%	-7%	-12%
39	-3.4	5%	-18%	-6%
40	0.8	-6%	-6%	9%
41	0.8	11%	-7%	1%
42	-5.5	4%	-2%	-7%
43	-3.0	5%	-4%	-8%
44	-3.9	-2%	6%	-1%
45	0.1	7%	-8%	1%

New compounds follow.
entry	SMILES	FUS suppressor	PI5P4K alpha inh	Abeta yeast res	WRN helicase inh
46	CN(C(=O)N1CCN(S(=O)(=O)c2ccccc2)CC1)c1ccccc1	-15%	2	23%	-2%
47	O=C(CSc1nc2ncc(Br)cc2[nH]1)c1ccc([N+](=O)[O-])cc1	x	-18	-13%	-31%
48	Nn1c(SCC(=O)Nc2ccc3c(c2)CCC3)nnc1C1CC1	-2%	-9	11%	-14%
49	Clc1ccc(-c2nnc(SCc3nc(-c4ccccc4)no3)o2)cc1	-15%	0	4%	-12%
50	COC(=O)CCS(=O)(=O)c1nc(-c2ccccc2)cc(C(F)(F)F)n1	5%	x	-19%	-3%

entry	IL-2 act	EPAC1 agonist	EPAC1 antag	PLK1 PBD block
46	-0.4	3%	2%	9%
47	0.0	5%	-2%	-16%
48	2.0	-2%	-4%	-3%
49	2.1	-18%	-1%	3%
50	-4.1	-8%	3%	21µM*
